tuberculosis growth – growth inhibition of non-replicating M. tuberculosis (AID 488890); Mycobacterium tuberculosis non-replicating, growth inhibition; higher % means a stronger effect; inhibition, % at 25 µM; hits with a dose series show IC50 in µM; 320,000 compounds, 0.39% hits; in the data active = a potency from the dose series; inconclusive = inhibition mostly from about 82% at the one dose, without a potency; inactive = the rest, 99 in 100 with inhibition below about 76%;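 also: plate controls were DMSO cells for no effect and high antibiotic wells for full effect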
H1N1 NS1A inhibition – H1N1 influenza NS1A inhibitors, functional cell based assay (AID 504329); 340,000 compounds, 0.3% hits; NS1A functional cell-based assay, percent inhibition; higher % means a stronger effect; inhibition, % at 12.5 µM; hits with a dose series show IC50 in µM; in the data active = a potency from the dose series; inconclusive = inhibition above about 27% without an active follow-up result; also: strong numbers were not always called active
inhibitors of VEEV – inhibitors of VEEV TC-83 cytopathic effect, confirmation, Vero cells (AID 588727); Vero cells, VEEV TC-83 cytopathic effect inhibition; higher % means a stronger effect; inhibition, % at 20 µM; hits with a dose series show IC50 in µM; 350,000 compounds, 0.13% hits; in the data active = a potency from the dose series; inconclusive = inhibition mostly from about 14% at the one dose, without a potency; inactive = the rest, 99 in 100 with inhibition below about 12%; also: strong numbers were not always called active
H37Rv inhibition – M. tuberculosis growth inhibition, HTS (AID 449762). inhibition, % at 25 µM; hits with a dose series show IC50 in µM. M. tuberculosis H37Rv growth inhibition, 7H9 media; higher % means a stronger effect. 330,000 compounds, 0.59% hits; in the data active = a potency from the dose series; inconclusive = inhibition above about 70% without an active follow-up result;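 also: bacterial growth assessed after seven days of incubation; strong numbers were not always called active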
PhoP GFP inhibition – PhoP regulon inhibitors, Salmonella typhi PhoP promoter GFP reporter, confirmatory (AID 1850). Salmonella Typhi PhoP-promoter GFP reporter, fluorescence, 4 h; higher % means a stronger effect. one-dose inhibition, % at 50 µM; IC50 in µM for titrated hits. 310,000 compounds, 0.33% hits; in the data active = a potency from the dose series; inconclusive = inhibition mostly from about 25% at the one dose, without a potency; inactive = the rest, 99 in 100 with inhibition below about 19%;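 also: 0% = induced wells with vehicle and 100% = uninduced wells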
inhibitors of VEEV 10K pilot screen – recorded beside inhibitors of VEEV, whose call it bears; inhibition, %; measured here: 10K pilot screen inhibition
* = called active by the depositor; i = inactive; ? = inconclusive; / = not tested or not shown.

SMILES	tuberculosis growth	H1N1 NS1A inhibition	inhibitors of VEEV	H37Rv inhibition	PhoP GFP inhibition	others
CN(C)C(=O)Oc1ccc(OCc2cccc[n+]2C)cc1	20%	0%	0.6%	-6%	-6%
COC(=O)C1=C(c2ccccc2OCc2ccccc2)C[C@@H]2CC[C@H]1N2C(=O)NCc1ccc(OC)c(OC)c1	27%	-4%	0.9%	-6%	/	inhibitors of VEEV 10K pilot screen=3.5
CC(NC(=O)Cc1ccccc1)C(=O)O (configuration not stated)	-6%	3%	0.2%	-14%	/	inhibitors of VEEV 10K pilot screen=0.8
CCOC(=O)c1sc(=NC(=O)/C=C/c2ccccc2)n(C)c1C	-8%	-1%	1.1%	3%	2%
Cc1ccc2c(c1)C(c1ccccc1)N(C(=O)c1ccc(Br)cc1)CC(=O)N2 (configuration not stated)	29%	-2%	5.1%	6%	3%
CN(Cc1ccccc1)C(=C(Cl)Cl)/C(=C1/NCCN1Cc1ccc(Cl)nc1)[N+](=O)[O-]	8%	-14%	i	-12%	-3%
CC(=O)c1c(OCC(=O)N(C)C2CCCCC2)ccc2c(C)cc(=O)oc12	3%	4%	i	5%	/
Cc1c(C(=O)NCC2CCCO2)cccc1[N+](=O)[O-] (configuration not stated)	1%	-7%	0.6%	0%	-2%
COc1ccc(-c2ccc3c(c2)C2CC3CCN2)cc1 (configuration not stated)	/	-3%	i	/	/
CCOc1ccc(-n2c(N)c(C(=O)NCC3CCCO3)sc2=S)cc1 (configuration not stated)	4%	8%	0.6%	4%	5%
OCCCNc1cc(-c2ccnc(Nc3cccc(Cl)c3)n2)ccn1	38%	-2%	>25µM*	21µM*	-12%
COc1cc(C(CC(=O)N2CCN(c3ccccc3)CC2)c2c(OC)cc(OC)c3ccc(=O)oc23)cc(OC)c1OC (configuration not stated)	23%	9%	0.3%	2%	2%
O=C(CN(C(=O)Cn1nnc(-c2ccccc2F)n1)c1cccc2c1CCCC2)NCc1ccccc1	19%	5%	i	-7%	6%
CC1(C)Cc2c(c(-c3ccccc3)nc3sc4c(=O)[nH]c(=S)[nH]c4c23)CO1	-2%	/	/	5%	10%
CCCCCn1c(C(Cc2ccccc2)NC(C)=O)nc2ccccc21 (configuration not stated)	29%	32%	8.2%	-5%	5%
NC(=O)CSc1nnc(COc2ccccc2)n1C1CCCCC1	/	0%	2.8%	/	/
Cc1cccc(NC(=O)c2cc3c(=O)n4ccccc4nc3n(CC(C)C)c2=N)c1	-1%	5%	i	-8%	/
C=CCn1c(C)cc(-c2csc(NC(=O)C3CCN(c4ncnc5sc(C)c(C)c45)CC3)n2)c1C	/	4%	5.9%	/	/
CC1(C)N([O-])C2=C(CCCC2)[N+]1=O	/	1%	7.6%	/	/	inhibitors of VEEV 10K pilot screen=0.7
CC(=O)Nc1ccc(NCc2ccc(C)s2)cc1	36%	-2%	0.2%	-1%	-4%
CC(C)=CCNc1ncnc2c1c(C#N)cn2C1OC(CO)C(O)C1O (configuration not stated)	/	2%	1.3%	/	/
COc1ccc(NC(=O)CSCC(=O)Nc2ccccc2N2CCCCC2)cc1	25%	0%	4.3%	-2%	3%
Cc1ccc(C(=O)Nc2c(C)n(C)n(-c3ccccc3)c2=O)cc1	12%	-8%	1.0%	3%	-5%
O=C(NCc1cccnc1)C1CCCCN1S(=O)(=O)c1ccc(F)cc1 (configuration not stated)	4%	-6%	i	1%	5%
COc1ccc(N2CCN(C(c3ccc4ncccc4c3)c3nnnn3C(C)C)CC2)cc1 (configuration not stated)	11%	17%	1.2%	-1%	4%

An excerpt taken from the entries so far:
SMILES	tuberculosis growth	H1N1 NS1A inhibition	inhibitors of VEEV	H37Rv inhibition	PhoP GFP inhibition	others
CC(=O)c1c(OCC(=O)N(C)C2CCCCC2)ccc2c(C)cc(=O)oc12	3%	4%	i	5%	/
Cc1c(C(=O)NCC2CCCO2)cccc1[N+](=O)[O-] (configuration not stated)	1%	-7%	0.6%	0%	-2%
COc1ccc(-c2ccc3c(c2)C2CC3CCN2)cc1 (configuration not stated)	/	-3%	i	/	/
CCOc1ccc(-n2c(N)c(C(=O)NCC3CCCO3)sc2=S)cc1 (configuration not stated)	4%	8%	0.6%	4%	5%
OCCCNc1cc(-c2ccnc(Nc3cccc(Cl)c3)n2)ccn1	38%	-2%	>25µM*	21µM*	-12%
COc1cc(C(CC(=O)N2CCN(c3ccccc3)CC2)c2c(OC)cc(OC)c3ccc(=O)oc23)cc(OC)c1OC (configuration not stated)	23%	9%	0.3%	2%	2%
O=C(CN(C(=O)Cn1nnc(-c2ccccc2F)n1)c1cccc2c1CCCC2)NCc1ccccc1	19%	5%	i	-7%	6%
CC1(C)Cc2c(c(-c3ccccc3)nc3sc4c(=O)[nH]c(=S)[nH]c4c23)CO1	-2%	/	/	5%	10%
CCCCCn1c(C(Cc2ccccc2)NC(C)=O)nc2ccccc21 (configuration not stated)	29%	32%	8.2%	-5%	5%
NC(=O)CSc1nnc(COc2ccccc2)n1C1CCCCC1	/	0%	2.8%	/	/

Next section:
SMILES	tuberculosis growth	H1N1 NS1A inhibition	inhibitors of VEEV	H37Rv inhibition	PhoP GFP inhibition	others
C=CCN1C(=O)CSc2ccc(C(=O)NCc3cccs3)cc21	10%	0%	1.8%	-3%	-2%
CC(C)c1nc(N2CCOCC2)c(C#N)c2c1CCC2	3%	17%	i	9%	5%
O=C(O)c1ccc(CSc2nnc(-c3ccccc3Br)o2)cc1	5%	0%	8.7%	-8%	-1%
O=C(O)CC(CC(=O)Nc1ccc(-c2ccccc2)cc1)c1ccccc1 (configuration not stated)	9%	-4%	0.2%	2%	-3%
CC1(C)CC(=O)c2cnn(-c3nc4ccccc4[nH]3)c2C1	20%	21%	3.5%	-3%	-8%	inhibitors of VEEV 10K pilot screen=6.1
O=C(CNC(=O)c1ccc(F)cc1)N/N=C/c1ccc(O)c([N+](=O)[O-])c1	41%	0%	i	-3%	12%
Cc1cccc(NC(=O)CNC(=O)COc2cc(F)ccc2[N+](=O)[O-])c1C	-13%	-5%	0.8%	-2%	1%
Cc1cn(S(=O)(=O)c2ccc(Br)cc2)cn1	-8%	6%	7.0%	4%	-4%
O=S(=O)(NC1CCCCC1N1CCCCC1)c1ccc(Cl)cc1 (configuration not stated)	-10%	-1%	i	-2%	1%
CC1(C)Cc2ccccc2-c2nnc(-c3cccc(O)c3)n21	-4%	4%	0.5%	-8%	3%
Cc1ccc(NS(=O)(=O)c2ccc(Cl)c(C(=O)Nc3cccc(C(=O)O)c3)c2)cc1	10%	-5%	1.6%	-3%	-5%
CCCCn1c(CN2CCN(c3cccc(Cl)c3)CC2)nc2c1c(=O)[nH]c(=O)n2C	34%	-4%	4.3%	63%	14%
Cn1c(=O)n(CC(=O)OCc2ccccc2)c(=O)c2c1nc1n2CCCN1C1CCCCC1	12%	8%	9.8%	-5%	-6%
COc1cc(/C=N/NC(=O)CSc2nc3ccccc3n2C)cc(OC)c1OC	2%	0%	1.4%	-4%	-8%
N#CCNC1CC(=O)N(c2ccccc2)C1=O (configuration not stated)	12%	5%	0.2%	-2%	-8%
Cc1ccccc1NC(=O)CC1SCCNC1=O (configuration not stated)	-2%	0%	0.7%	-12%	-2%
CC1C(=O)N2CCCc3cc(S(=O)(=O)N4CCN(c5cccc(Cl)c5)CC4)cc1c32 (configuration not stated)	22%	-2%	5.7%	15%	10%
Cn1c(SCC(N)=O)nnc1C1CCN(C(=O)NCc2ccccc2)CC1	-5%	-5%	0.6%	-1%	4%
O=S(=O)(NCc1ccc2c(c1)OCO2)c1ccc2oc3ccccc3c2c1	7%	23%	i	2%	-6%
C/C=C/c1ccc(OCCOc2ccc(C=O)cc2)c(OC)c1	?	-4%	1.9%	?	4%
CN(Cc1cccc2ncccc12)C(=O)CC1C(=O)NCCN1Cc1ccc(F)cc1 (configuration not stated)	6%	-7%	0.7%	-7%	2%
O=C1c2ccccc2NC(c2cn[nH]c2-c2ccccc2)N1O (configuration not stated)	0%	2%	1.5%	5%	-6%
COc1ccc(OC)c(-c2nnc3n2N=C(c2ccc(OC)c(OC4CCOC4)c2)CS3)c1 (configuration not stated)	47%	5%	8.9%	8%	/
COCCCNc1nc(N)c([N+](=O)[O-])c(NCC2CCCO2)n1 (configuration not stated)	-2%	-1%	1.6%	-8%	-6%
O=C(c1ccc(F)cc1)N1CCCC(c2nc(-c3ccncc3)no2)C1 (configuration not stated)	-6%	-6%	0.7%	-7%	-14%	inhibitors of VEEV 10K pilot screen=1.2

Carrying on:
SMILES	tuberculosis growth	H1N1 NS1A inhibition	inhibitors of VEEV	H37Rv inhibition	PhoP GFP inhibition	others
Cc1ccc(Nc2nc(N3CCN(C)CC3)nc(N)c2[N+](=O)[O-])cc1C	42%	/	/	?	-2%
Cc1nn(C)cc1S(=O)(=O)Nc1ccccc1Br	-6%	-13%	3.3%	-13%	-2%
CCOc1ccccc1-n1c(COc2ccccc2)nnc1SCC(N)=O	5%	6%	0.5%	-5%	-5%
Cc1cccc(NC(=O)c2ccc(NCCO)c([N+](=O)[O-])c2)n1	-8%	10%	1.1%	9%	1%
O=C(CCl)Nc1cn(-c2ccccc2)nc1-c1ccc(F)cc1	?	1%	?	?	-7%
CN(C)S(=O)(=O)c1ccc(S(=O)(=O)N(CC(=O)Nc2ccccc2)CC2CCCO2)cc1 (configuration not stated)	0%	-3%	1.0%	1%	10%
O=C(Nc1ccc(C(=O)O)cc1)/C(=C\C=C\c1ccccc1)NC(=O)c1cccc(Br)c1	7%	7%	2.8%	-1%	10%
C#C[C@]1(O)CC[C@H]2[C@@H]3CCC4=Cc5nc6nc7ccccc7n6cc5C[C@]4(C)[C@H]3CC[C@@]21C	67%	-3%	0.1%	?	-1%
COCCCNC(=O)CC1C[C@H](C(=O)N2CCOCC2)[C@@]2(C)c3[nH]c4ccccc4c3CCN2C1=O (some centres not stated)	4%	3%	0.9%	0%	/
O=C(N=c1ccn(-c2nc3ccccc3nc2NS(=O)(=O)c2ccccc2)cc1)c1ccccc1Cl	37%	-2%	7.4%	7%	-15%
COc1ccc(NC(=O)NC[C@@H]2CC[C@@H](Cc3ccc(-c4ccccc4)cc3)O2)cc1	/	-14%	0.5%	/	/
CC(C)[C@@H](C(=O)N[C@@H](C(=O)O)c1ccccc1)N1C(=O)N2CCc3c([nH]c4ccccc34)[C@@]2(C)C1=O	9%	6%	0.6%	-10%	2%
O=C1CC(N2CCN(Cc3ccc4c(c3)OCO4)CC2)C(=O)N1c1cccc(Cl)c1 (configuration not stated)	10%	1%	1.2%	-7%	-9%
Cc1nc2oc(C(=O)c3ccc(Br)cc3)c(N)c2c2c1COC(C)(C)C2	3%	-8%	0.8%	-2%	9%
C/C(CC1CC(C)(C)OC1=O)=N/Nc1nc(-c2ccccc2)cs1 (configuration not stated)	7%	5%	9.3%	?	1%
CC(=O)Nc1ccc(S(=O)(=O)N2CCN=C2SCc2ccc(F)cc2)cc1	11%	-11%	3.8%	3%	0%
O=C1CCN(Cc2ccc([N+](=O)[O-])cc2)CCN1[C@H](CO)c1ccccc1	67%	-5%	0.2%	-1%	12%
COc1ccc2[nH]c(C(=O)O)c(CCN3C(=O)c4ccc(C(=O)O)cc4C3=O)c2c1	-9%	-7%	i	6%	3%
Cc1nn(C)c(C(=O)Nc2ccc(S(=O)(=O)NC34CC5CC(CC(C5)C3)C4)cc2)c1Br	5%	-2%	2.5%	-6%	-23%
Cc1cc(SCC(N)=O)nc(SCC(=O)c2ccccc2)n1	11%	6%	5.1%	-3%	0%
COc1ccc(NC(=S)Nc2ccc(N(C)C(C)=O)cc2)cc1	58%	-10%	1.2%	3%	-8%
O=C(CCC(=O)N1CCN(c2ccc(F)cc2)CC1)N1CCN(c2ccc(F)cc2)CC1	68%	-1%	i	2%	-10%
CCNc1nc(NCC)nc(OCCOC(C)=O)n1	-2%	-5%	0.1%	1%	-3%
CC(C)(C)Cc1nnc(NC(=O)c2cc(-c3ccccc3)nc3ccccc23)s1	11%	-11%	5.3%	?	-10%
COc1ccc(-c2coc3c(C)c4oc(=O)c(CC(=O)O)c(C)c4cc23)cc1	/	-2%	0.1%	/	/
O=C1CCNc2c(Cl)cc(Cl)cc21	-8%	-10%	0.6%	-16%	-2%
CCS(=O)(=O)Nc1cccc(C2=NN(S(=O)(=O)c3ccccc3)C(c3cccs3)C2)c1 (configuration not stated)	15%	-8%	i	3%	2%
COc1ccc(CCn2c(=N)c(C(=O)N3CCN(C)CC3)cc3c(=O)n4ccccc4nc32)cc1	14%	7%	1.6%	-4%	-4%
CC(C)(C)c1cc(C(=O)NNc2cc(C(F)(F)F)ccc2Cl)n(Cc2ccccc2)n1	24%	5%	1.8%	?	-16%

Screens (PubChem)
